# S1P4 ag – agonists of human S1P4 receptor | S1P4-expressing cell line, agonist reporter assay | activation, % at 4.98 µM | actives 0.35% (n = 220,000) | AID 1509; in the data active = activation above about 11%;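 note: 0% = DMSO vehicle and 100% = reference agonist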
# S1P4 antag – human S1P4 receptor antagonism | O95977 | S1P4-expressing cells, antagonist mode, reporter read-out | inhibition, % at 4.98 µM | actives 0.26% (n = 220,000) | AID 1510; in the data active = inhibition above about 29%;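 note: 0% = wells stimulated with agonist and 100% = vehicle wells without agonist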
# eIF4E 4G PPI – inhibitors of eIF4E and eIF4G interaction in translation initiation; P63073+Q04637; TR-FRET eIF4E-eIF4GI(517-606) binding, 2 h; inhibition, % at 21.7 µM; actives 0.37% (n = 220,000);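 active = inhibition above about 30%, limit read from the data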;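 note: 0% = full FRET control wells and 100% = background wells lacking eIF4GI fragment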
# p97 inhibitor – human p97 ATPase inhibition; recombinant p97 ATPase, Kinase-Glo ATP luminescence, 3 h; inhibition, % at 8 µM; actives 0.42% (n = 220,000); in the data active = inhibition above about 15%;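 note: 0% = DMSO vehicle and 100% = wells lacking enzyme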
# Target sequence (P55072 whole entry, looked up): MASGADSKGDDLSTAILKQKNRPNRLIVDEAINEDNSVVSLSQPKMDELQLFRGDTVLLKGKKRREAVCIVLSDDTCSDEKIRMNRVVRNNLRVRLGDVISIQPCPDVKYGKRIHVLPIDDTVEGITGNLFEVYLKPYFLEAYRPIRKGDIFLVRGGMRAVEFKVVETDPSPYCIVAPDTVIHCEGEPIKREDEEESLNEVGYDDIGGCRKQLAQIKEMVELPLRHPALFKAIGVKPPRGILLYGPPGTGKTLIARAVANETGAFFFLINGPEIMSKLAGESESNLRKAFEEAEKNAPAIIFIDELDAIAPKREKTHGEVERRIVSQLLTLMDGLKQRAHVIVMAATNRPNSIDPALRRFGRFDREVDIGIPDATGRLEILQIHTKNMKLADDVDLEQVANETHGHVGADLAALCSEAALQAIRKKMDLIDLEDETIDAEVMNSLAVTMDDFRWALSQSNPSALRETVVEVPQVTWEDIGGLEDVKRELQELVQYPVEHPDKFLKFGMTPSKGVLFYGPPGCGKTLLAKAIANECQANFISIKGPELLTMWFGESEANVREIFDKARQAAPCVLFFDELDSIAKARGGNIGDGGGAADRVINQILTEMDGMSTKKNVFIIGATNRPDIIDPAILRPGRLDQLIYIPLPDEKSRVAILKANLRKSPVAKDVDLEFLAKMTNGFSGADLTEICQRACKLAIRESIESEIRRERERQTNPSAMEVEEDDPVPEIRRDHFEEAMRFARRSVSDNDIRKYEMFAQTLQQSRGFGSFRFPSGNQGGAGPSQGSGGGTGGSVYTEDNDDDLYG
# NPY-Y2 PAM-ag – potentiators or agonists of human neuropeptide Y receptor Y2; P49146; cells expressing NPY-Y2, potentiator/agonist read-out; activation, % at 3.6 µM; actives 0.45% (n = 220,000); in the data active = activation above about 27%;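 note: cells stimulated with NPY near EC25 plus isoproterenol at EC100; 0% = vehicle plus submaximal agonist and 100% = vehicle plus saturating agonist; some results beyond the cut were filed as inactive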
# NPY1 pot ag – potentiates or activates human NPY-Y1 receptor | activation, % at 3.6 µM | NPY-Y1 expressing cells, potentiator/agonist activation | actives 0.37% (n = 220,000); in the data active = activation above about 33%, passing the limit was not always enough;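 note: cells stimulated with NPY at EC10 then isoproterenol at EC100; 0% = low agonist plus stimulus and 100% = saturating agonist plus stimulus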
# EP2 antag – blocks the human prostaglandin E2 receptor EP2 | P43116 | C6 glioma cells expressing human EP2, cAMP TR-FRET; cells stimulated with saturating PGE2 | actives 0.52% (n = 260,000) | inhibition, % at 25 µM;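 active = percent inhibition above 40 after rounding to a whole number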;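 note: rat C6 glioma host cells with rolipram phosphodiesterase inhibitor present; the protocol text gives 20 µM as final concentration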
# EP2 mod – modulates human prostaglandin E2 receptor EP2 signaling; P43116; AID 940; EP2-expressing cells, cAMP HTRF FRET, PGE2 co-stimulation; induction, % at 25 µM; actives 0.83% (n = 260,000);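 active = compounds whose cAMP rise, as percent of the full-agonist control response, exceeds 60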;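 note: rat C6 glioma line stably carrying human EP2 under a CMV promoter; the protocol text gives 20 µM as final concentration; 100% = response of wells given 1 µM PGE2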
# NPY Y1 blocker – NPY-Y1 (human) receptor antagonism. P25929. HEK293-CNG Y1 cells, membrane potential fluorescence; NPY at EC95, then isoproterenol. inhibition, % at 3.6 µM. actives 1% (n = 200,000). AID 1040;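 active = inhibition above the campaign mean inhibition of all tested compounds plus 3 SD, cut at about 20% in these data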;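 note: 0% = DMSO wells given NPY plus isoproterenol and 100% = isoproterenol alone without NPY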
#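 Test system: HEK293 cells co-expressing NPY Y1 receptor and cyclic-nucleotide gated channel; Also added: NPY (25 nM), isoproterenol (1 µM), Ro 20-1724 (25 µM); Compound dosing: one concentration, 3.6 µM, in 0.4% DMSO; Timing: dye 3 h, compound 60 min room temperature, stimulation 45 min; Technique: Membrane-potential fluorescent dye readout.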
# The depositor's hits bear a star; x = no result given; & = joins results of further samples; [ ] = another dose, or the depositor's remark.
SMILES,S1P4 ag,S1P4 antag,eIF4E 4G PPI,p97 inhibitor,NPY-Y2 PAM-ag,NPY1 pot ag,EP2 antag,EP2 mod,NPY Y1 blocker
Cc1cc(C)n2nc(SCC(=O)N(C)c3c(N)n(Cc4ccccc4)c(=O)[nH]c3=O)nc2n1,2.7,-16,-2,1,5,4,4,15,5
N#C/C=C\Oc1ccc(Cl)cc1N,1.7,3,2,8,2,0,x,-7,0
Cc1cc(Nc2ccc(N3CCOCC3)cc2)c2cccc(C)c2n1,0.3,5,4,4,-5,21,11,-23,x
COc1ccc(C(C)(C)C)cc1NC(=O)COC(=O)c1ncc(Cl)c(Cl)c1Cl,4.3,-9,-5[fluorescence artefact?],1,5,-1,10,-18,1
CN(C(=O)CSc1nc(-c2ccccc2)c(-c2ccccc2)o1)C1CCS(=O)(=O)C1 (stereo not given),2.4,-5,0,-2,2,4,4,23,0
Clc1ccc(OCCCCCN2CCCC2)c(Br)c1,-5.3,-15,3,6,-4,-25,2,-1,3
C=CCn1c(C(C)NC(=O)CCC)nc2ccccc21 (stereo not given),1.3,-6,3,-4,-19,-12,10,37,-3
Fc1ccccc1CSc1nnc(-c2cccnc2)o1,0.4,-12,-1,0,-3,-1,3,-1,-1
COc1cc(C(=O)NC2CCN(Cc3nnnn3Cc3cccs3)CC2)cc(OC)c1OC,-0.5,3,3[fluorescence artefact?],-3,7,-18,2&12,-5&-2,1
CC(=O)Nc1ccc(NC(=O)c2oc3cc(C)c(C)cc3c2C)cc1,12*,-9,-1,-2,-1,11,11,-8,2
COc1ccccc1N(CC(O)CN1C(=O)NC(C)(C)C1=O)S(=O)(=O)c1ccc(C)cc1 (stereo not given),-0.8,1,-1,0,9,9,10,8,6
O=C(N/N=C\c1ccc(-c2cccc(Cl)c2)o1)C(=O)NC1CCCC1,2.2,-7,3,-2,2,4,3,0,1
COc1cc(NS(=O)(=O)c2ccc(C)cc2)ccc1-n1cnnn1,-1.5,13,4,3,23,13,153*,21,-2
CCOC1=C/C(=C/c2c(N)n3nc(-c4ccccc4)sc3nc2=O)C=CC1=O,2.7,-3,12,6,-10,-7,5,-46,-2
CCN(CC)S(=O)(=O)c1cc(NS(=O)(=O)c2cccc(Cl)c2)ccc1C,-0.1,-25,-1,4,21,6,3,20,3
O=C1CN(c2ccc(Br)cc2)C(=O)N1CC(=O)N1CCCc2ccccc21,-1.8,-28,2,-5,-17,-19,18,-26,0
COc1ccc(NS(=O)(=O)c2cc(NC(=O)CC(=O)c3ccc([N+](=O)[O-])cc3)ccc2C)cc1,-1.1,-11,-1,2,-11,21,6,-53,-10
O=C(Nc1cccc(Cl)c1)Nc1nnc(-c2ccncc2)s1,-2.4,1,4[fluorescence artefact?],1,11,16,5,-12,1
S=C(Nc1ccc(Cl)cc1)NC1CCN(Cc2ccccc2)CC1,0.2,-20,-3,-1,3,12,9,-35,1
Cc1ccc(S(=O)(=O)N2CCCC(C(=O)NCc3ccccn3)C2)cc1 (stereo not given),-0.7,-2,3,1,7,3,6,19,-8
O=c1c2c3c(sc2n2c(=S)[nH]nc2n1-c1ccccc1)CCC3,-0.1,5,38*,5,-4,-3,8,20,x
Cn1c(N)c(C(=O)COC(=O)CCc2nc3ccccc3s2)c(=O)n(C)c1=O,0.8,-8,1,1,-5,-16,1,7,3
CC(C)Cc1cc(C(=O)N2CCN(c3ccc(F)cc3)CC2)no1,0.3,-7,-1,-4,-3,-11,11,-8,2
CCCn1nnc(NC(=O)C(C)C)n1,0.5,-10,3,9,-3,23,15,17,x
Cc1cc(=O)[nH]c(N/N=C/CCc2ccccc2)n1,1.3,-14,-3,6,-2,7,3,-4,3

# Quoted at random: six records from the list.
SMILES,S1P4 ag,S1P4 antag,eIF4E 4G PPI,p97 inhibitor,NPY-Y2 PAM-ag,NPY1 pot ag,EP2 antag,EP2 mod,NPY Y1 blocker
O=C(Nc1cccc(Cl)c1)Nc1nnc(-c2ccncc2)s1,-2.4,1,4[fluorescence artefact?],1,11,16,5,-12,1
Cc1cc(C)n2nc(SCC(=O)N(C)c3c(N)n(Cc4ccccc4)c(=O)[nH]c3=O)nc2n1,2.7,-16,-2,1,5,4,4,15,5
CN(C(=O)CSc1nc(-c2ccccc2)c(-c2ccccc2)o1)C1CCS(=O)(=O)C1 (stereo not given),2.4,-5,0,-2,2,4,4,23,0
O=c1c2c3c(sc2n2c(=S)[nH]nc2n1-c1ccccc1)CCC3,-0.1,5,38*,5,-4,-3,8,20,x
Cc1cc(Nc2ccc(N3CCOCC3)cc2)c2cccc(C)c2n1,0.3,5,4,4,-5,21,11,-23,x
CCOC1=C/C(=C/c2c(N)n3nc(-c4ccccc4)sc3nc2=O)C=CC1=O,2.7,-3,12,6,-10,-7,5,-46,-2

# Returning to the listing, repeating the two entries before the break.
SMILES,S1P4 ag,S1P4 antag,eIF4E 4G PPI,p97 inhibitor,NPY-Y2 PAM-ag,NPY1 pot ag,EP2 antag,EP2 mod,NPY Y1 blocker
CCCn1nnc(NC(=O)C(C)C)n1,0.5,-10,3,9,-3,23,15,17,x
Cc1cc(=O)[nH]c(N/N=C/CCc2ccccc2)n1,1.3,-14,-3,6,-2,7,3,-4,3
O=C1NC2(C=Cc3c(ccc4ccccc34)O2)Oc2ccccc21 (stereo not given),-0.2,-2,3,3,0,12,10,14,1
COc1ccc(C2CC(=O)c3cnn(-c4nc(C)cc(C)n4)c3C2)cc1 (stereo not given),1.0,-16,2,-6,-32,-12,2,-42,9
CC(C)Sc1ncnc2c1oc1ccccc12,-0.6,3,0,-3,-2,-9,9,48,2
COc1ccc(NC(=O)C2CC(=O)N/C(=N/N=C/c3ccco3)S2)cc1 (stereo not given),-0.9,0,18,5,-18,-20,6,5,x
CC(C)N1CCN(Cc2cccs2)CC1CCO (stereo not given),64*,8,2,0,11,2,2,-6,8
Brc1ccc(CNCc2cccs2)cc1,1.2,3,6[fluorescence artefact?],2,-2,-9,13,21,3
COc1cccc(NC(=O)Cc2cn(C)c3ccccc23)c1,-1.8,-3,-2,-5,4,-13,17,-9,6
Fc1ccccc1CSc1nnc(-c2cnccn2)n1Cc1ccco1,-3.1,-15,5,2,21,-2,x,29,0
COc1cccc(NC(=O)N[C@@H](Cc2ccccc2)C(=O)O)c1,-0.9,-4,-5[fluorescence artefact?],2,-11,-18,15,0,2
O=C1/C(=C/c2cccc3ccccc23)CCCc2ccccc21,-0.3,-22,7[fluorescence artefact?],0,-2,-29,x,61*,7
O=C(Nc1ccccc1)C1=C[C@@H](c2coc3ccccc3c2=O)C[C@@H](OCCCCO)O1,-2.4,-8,-2,3,6,5,9,-32,0
S=C(NNC(=S)NC1CC2C=CC1C2)NC1CC2C=CC1C2 (stereo not given),2.8,0,1,5,-2,9,15,-36,x
CC(=O)c1cccc(NC(=O)N2CCC(c3nnc(SCC(N)=O)n3C)CC2)c1,1.2,-5,9,-3,-2,-12,14,-14,-4
COCC(C)NC(=S)N1CCN(c2ccccc2Cl)CC1 (stereo not given),-0.6,-2,5,2,-8,-5,1,0,2
CN(C)CCCN1C(=O)C(=O)/C(=C(/O)c2ccncc2)C1c1cccc(Br)c1 (stereo not given),1.7,8,1,4,1,13,4,17,0
CNCC(O)Cn1c(C(F)(F)F)nc2ccccc21 (stereo not given),-1.9,8,-3,4,7,-7,9&7,-23&-5,3
Cn1nc(-c2ccc(C(=O)Nc3cccc(Cl)c3)cc2)c2ccccc2c1=O,1.8,-7,-37,6,-14,7,15,1,4
COc1ccc(Cl)cc1C(=O)NNC(=S)NC(=O)c1cc(-c2ccccc2)nc2ccccc12,0.3,25,-25,-1,-7,3,x,-16,4
CCOC(=O)c1nn(-c2cccc(Cl)c2)c2nc(CC(C)C)c(C#N)c(=O)n12,1.1,-20,3,-9,-8,-16,0,49,5
CCOC(=O)CSC1=Nc2ccccc2C2=NC(CC(=O)NCc3ccc(OC)cc3)C(=O)N12 (stereo not given),1.3,-11,3,4,5,-5,9,28,-1
C=CCn1c(COc2cc(C)ccc2C(C)C)nnc1SCC(=O)c1c(N)n(C)c(=O)n(C)c1=O,13*,-7,1,3,-9,5,7,-4,-6
Cc1csc(NC(=O)c2nc3nc(C)cc(C)n3n2)n1,2.7,-14,7,-5,-5,-23,19,26,-2
CCn1cc(C(=O)NCC2CCCO2)c(=O)c2cc(S(=O)(=O)N(C)C3CCCCC3)ccc21 (stereo not given),-1.4,-7,3,-4,11,10,9,2,-3
Clc1ccc(-c2cc(COc3ccccc3)on2)cc1,-1.1,0,3,5,3,-33,4,-20,10
Cc1cccc2cc(COC(=O)C3CCCCC3)c(=O)[nH]c12,-3.0,6,0,-3,4,-9,-3,-52,-6
CCc1cccc(CC)c1NC(=S)NCCc1c(C)[nH]c2ccccc12,0.4,17,2,6,16,15,8,-27,-2

# One compound at a time, from the list above. Values in the order: S1P4 ag	S1P4 antag	eIF4E 4G PPI	p97 inhibitor	NPY-Y2 PAM-ag	NPY1 pot ag	EP2 antag	EP2 mod	NPY Y1 blocker
# Clc1ccc(-c2cc(COc3ccccc3)on2)cc1 is listed as -1.1	0	3	5	3	-33	4	-20	10
# COCC(C)NC(=S)N1CCN(c2ccccc2Cl)CC1 (stereo not given) is listed as -0.6	-2	5	2	-8	-5	1	0	2

# Quoted from the listing.
# Result of CCc1cccc(CC)c1NC(=S)NCCc1c(C)[nH]c2ccccc12 in NPY Y1 blocker: -2
# Result of O=C1/C(=C/c2cccc3ccccc23)CCCc2ccccc21 in S1P4 antag: -22
# Result of COc1ccc(Cl)cc1C(=O)NNC(=S)NC(=O)c1cc(-c2ccccc2)nc2ccccc12 in NPY-Y2 PAM-ag: -7
# Result of COCC(C)NC(=S)N1CCN(c2ccccc2Cl)CC1 (stereo not given) in NPY1 pot ag: -5

# Screening data deposited in PubChem BioAssay by several laboratories.

# This is a subset; count on the stated rates, not on these rows.
